A549 viability – counter-screen for Nrf2 inhibitors: cytotoxicity in A549 cells | A549 ARE-Fluc cells, CellTiter-Fluor viability, 18-24 h | Potency, µM (top dose mostly 46 µM), for inactives: at the highest dose activity change, negative = cytotoxicity, actives largely listed as inhibitors | hit rate 0.16% among 390,000 | AID 504648; further: potency means the concentration at half of the fitted maximal effect; on the % scale 0 is the no-effect control and ±100 the full control effect
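Cytotoxicity counterscreen: CellTiter-Fluor fluorescence was measured in A549 ARE_Fluc cells after 18-24 h of compound exposure in a concentration series. The subsequent BugLite luminescent read reports ARE-luciferase activity.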
CCT chaperon mod – modulators of cytosolic chaperonin (CCT/TRiC) activity; purified chaperonin ATPase assay, HTRF ADP detection, 30 min; activity change, % (test concentration not listed), hits read low; hit rate 0.3% among 360,000; in the data active means activity change below about -30%; further: on the % scale 0 is the no-effect control and ±100 the full control effect
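Enzyme 40 or 20 nM (batch-dependent) in Tris pH 7.4/KCl/MgCl2/DTT; cpd 76 uM single point; ATP 10 uM; 30 min 37 °C; Transcreener ADP HTRF detection, 30 min RT; ratio 665/615.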
Nrf2 block – blocks Nrf2 signaling. A549 ARE-Fluc reporter, luciferase luminescence, 18-24 h. Potency, µM (doses to about 46 µM), without a hit: at the top dose activity change, negative = inhibition, most hits filed as inhibitors. hit rate 2.1% among 360,000. AID 504444; further: potency means the concentration at half of the fitted maximal effect; on the % scale 0 is the no-effect control and ±100 the full control effect; nearly all actives have a fitted effect of over 60% in size
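Concentration-response testing used A549 ARE_Fluc cells at 5000 cells/well. Following an 18-24 h compound incubation, viability was read by fluorescence (Ex 405/Em 525) and luciferase output by luminescence.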
pAkt inh – Akt phosphorylation inhibition. activity change, % for hits at 50 µM. Neuro2A IGF-stimulated pAkt S473 HTRF, 20 min; active compounds read low. hit rate 0.32% among 360,000. AID 651550; in the data active means activity change below about -80%; inconclusive means mostly about -51% to -80%; further: on the % scale 0 is the no-effect control and ±100 the full control effect
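Neuro2A cells (4,500/well, DMEM with 0.5% FBS) were treated with compound at a single 50 µM final concentration, stimulated with 6 nM IGF for 20 min at 37 °C, and lysed. Phospho-Akt Ser473 was read by HTRF as 665/615 ratio ×10^4.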
HepG2 tox – counter-screen for TGF-b inhibitors: cytotoxicity in HepG2 cells. HepG2 CAGA-GFP viability, ATP luminescence, 18 h. Potency, µM (doses to about 46.1 µM), without a hit: at the highest dose activity change, negative = cytotoxicity, actives largely listed as cytotoxic. hit rate 0.76% among 410,000. AID 588856; further: potency means the concentration at half of the fitted maximal effect; some results filed as inactive show a strong effect at the top dose
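CellTiter-Glo luminescence gave cytotoxicity after 18 hours at 37 degrees C. The cells were HepG2 CAGA-GFP in 1% FBS DMEM, stimulated with 500 pg/mL TGF-beta after compound addition. %Activity was normalised to no-cell wells (complete cell-killing) and DMSO (no toxicity), and curves were fitted and classified.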
TGFb SMAD3 inh – TGF-b pathway inhibition; Potency, µM (series often up to 46.1 µM), without a hit: at the top dose activity, negative = inhibition, actives largely listed as inhibitors; HepG2 CAGA-GFP TGF-b/SMAD3 reporter, GFP fluorescence, 18 h; TGF-beta stimulated, 500 pg/mL final; hit rate 1.2% among 410,000; further: potency means the concentration at half of the fitted maximal effect; on the % scale 0 is the no-effect control and ±100 the full control effect; nearly all actives have a fitted effect of over 65% in size
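Inhibition was scored as loss of TGF-beta-induced (500 pg/mL final, 18 hours, 37 degrees C) GFP in HEPG2 cells carrying a CAGA-GFP reporter, in DMEM with 1% FBS. Well GFP was summed per cell; Activity was normalised to unstimulated and stimulated DMSO wells, then concentration-response fitting.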
Nrf2 activator – activates Nrf2 signaling; AREc32 ARE-luciferase reporter (MCF7-derived line), luminescence, 24 h; Potency, µM (highest dose often 46.1 µM), for inactives: at the highest dose activation, usual class: activators; hit rate 0.31% among 410,000; AID 624171; further: potency means the concentration at half of the fitted maximal effect; % of control where 0% means no effect; nearly all actives have a fitted effect of over 65% in size
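Nrf2 activation is followed as ARE-luciferase induction in the AREc32 line after one day of compound treatment; luminescence is read with Steady-Glo.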
S2 tox – viability counter-screen for ATXN expression inhibitors. hit rate 0.49% among 400,000. AID 651635. Potency, µM (titrated, usually from 56.7 µM), hits mostly cytotoxic. S2 cells (HEK-293 line with an ATXN2-luciferase reporter) viability, CellTiter-Fluor protease fluorescence, 24 h; further: potency means the concentration at half of the fitted maximal effect; nearly all actives have a fitted effect of over 40% in size
MmCpn inh – blocks the Methanococcus maripaludis chaperonin Mm-Cpn; purified Mm-Cpn ATPase, ADP Transcreener TR-FRET; hit rate 0.031% among 330,000; Potency, µM (highest dose often 76.9 µM), for inactives: at the top dose activity, negative = inhibition, actives largely listed as inhibitors; further: potency means the concentration at half of the fitted maximal effect; on the % scale 0 is the no-effect control and ±100 the full control effect; nearly all actives have a fitted effect of over 80% in size
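Purified archaeal Mm-CPN (25nM final) preincubated 10 min at 37degC with compound, then 10uM ATP for 30 min at 37degC; ADP measured by HTRF Transcreener TR-FRET; buffer 30 mM TRIS pH 7.4, 100mM KCl, 5mM MgCl2, 1mM DTT.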
Numbers without * were called inactive; i = inactive; ? = inconclusive; / = not tested or not shown; [ ] = dose if it differs, or a comment. Unless noted, the call rests on the fitted dose curve; in most records, active means well fitted curve in the direction sought with a large enough effect; inconclusive means small, poorly fitted or top-dose-only effect, or another doubt; inactive means no such curve, though single readings can be large; an effect the other way counts as inactive or inconclusive. Compounds as they come. About 4.4% of those tested had a hit in this group.

Results follow in this order: A549 viability | CCT chaperon mod | Nrf2 block | pAkt inh | HepG2 tox | TGFb SMAD3 inh | Nrf2 activator | S2 tox | MmCpn inh
NC(=O)c1ccc(NC(=O)COC(=O)c2ccc(Cl)nc2)cc1
→ 0% | -1.1 | 12% | i | 5% | 11% | 0.0% | i | 0%
COc1ccc(CCNS(=O)(=O)c2cccs2)cc1
→ 2% | -1.8 | ? | i | 1% | 2% | -0.3% | i | 1%
CC1CN(C(=S)SCCN2Cc3ccccc3C2=O)CC(C)O1 (stereo unspecified)
→ 3% | -4.9 | 5% | i | 33% | -11% | -0.3% | i | -1%
COc1ccc(CNC(=O)CN2CCC(C(=O)c3ccc(OC)cc3)CC2)cc1
→ 1% | -2.5 | ? | i | -26% | -17% | 0.0% | ? | 2%
CC1CC(C)(C)CC2(C1)NC(=O)N(CC(=O)N(C)Cc1nc3ccccc3c(=O)[nH]1)C2=O (stereo unspecified)
→ -1% | -4.8 | -7% | i | 3% | 10% | -0.1% | i | 1%
O=C(c1ccccc1)c1ccc(C(=O)N2CCN(c3ccccc3O)CC2)cc1
→ / | -2.6 | / | i | -6% | -4% | -0.1% | i | /
CC1=CC(C)(C)N2C(=O)C3(C(C#N)=C(N)Oc4cc(O)ccc43)c3c(C)c(C)cc1c32 (stereo unspecified)
→ ? | -1.1 | / | / | -107% | ? | 0.2% | 13µM* | 2%
Cc1ccc(CNS(=O)(=O)c2ccc(-n3cnnn3)c(C)c2)cc1
→ 10% | -4.6 | ? | i | -8% | -9% | 0.9% | i | 3%
c1ccc2sc(NC3=NCN(CCN4CCOCC4)CN3)nc2c1
→ 1% | -4.8 | 1% | i | -13% | -4% | 2.0% | i | 0%
CCC(c1nnc(SCC(=O)Nc2cc(C)on2)o1)N(C)C (stereo unspecified)
→ 1% | 0.8 | 10% | i | 1% | 2% | 0.1% | i | 1%
CC(=O)Nc1ccc(S(=O)(=O)Nc2ccccc2N2CCOCC2)cc1
→ 2% | 0.3 | -9% | i | -18% | -3% | 0.0% | i | 2%
Fc1ccc(N/N=C(/c2ccccc2)c2ccccn2)cc1
→ -4% | -3.0 | -2% | i | -29% | ? | -0.7% | i | -2%
Cc1cc(C)c(NC(=O)CSc2nc(C)cc(C)c2C#N)c(C)c1
→ -2% | / | 3% | / | -7% | 4% | 0.2% | i | /
COc1ccc(C(=O)c2cc3c(cc2[N+](=O)[O-])OCCO3)cc1
→ -2% | -0.5 | 24% | i | 14% | 14% | 1.8% | i | 0%
COc1ccc(C(=O)NC(C)c2nnc(SCC(=O)Nc3nc(C)cs3)n2C)cc1 (stereo unspecified)
→ -6% | -4.8 | 1% | i | 9% | -5% | -0.2% | ? | -1%
O=C(N/N=C/c1cccs1)c1ccc2ncccc2c1
→ -4% | 0.8 | 5% | i | -2% | -16% | 0.2% | i | -1%
O=C(CC(CC(=O)c1ccccc1)c1ccccn1)c1ccccc1
→ 1% | 0.4 | -16% | i | -1% | 26% | -0.1% | i | /
COc1cccc(NC(=O)C2CC(=O)N(Cc3ccco3)C2)c1 (stereo unspecified)
→ 8% | 1.5 | 5% | i | 6% | 5% | 16% | i | 2%
NNc1nc(-c2ccccc2)cc(-c2ccccc2)n1
→ -3% | 0.1 | 9.2µM* | i | -31% | -2% | -1.3% | ? | 2%
CCOc1ccc(Nc2nnc(Cc3ccc(OC)cc3)c(=O)[nH]2)cc1
→ -4% | -1.2 | 1% | i | 1% | -8% | -0.9% | i | 0%
C/C(=N\Nc1ccc(C#N)cc1[N+](=O)[O-])c1ccc(C)o1
→ 2% | -1.0 | -2% | i | -37% | 0% | 3.3% | i | -8%
O=C(C1=C(O)C(=O)N(CCN2CCOCC2)C1c1ccc(Br)cc1)c1cc2ccccc2o1 (stereo unspecified)
→ 4% | -1.3 | 3% | / | -23% | -20% | 3.5% | i | -23%
O=c1cc(O)c(-c2cccc(Cl)c2)c(Cl)[nH]1
→ -6% | -1.9 | -7% | i | -2% | -12% | 0.3% | i | -1%
COC(=O)c1c(C#N)c(N)nc2c1CCCC2
→ -1% | -0.5 | -5% | i | 2% | 3% | -0.3% | i | ?
CNC(=S)Nc1cc(C(F)(F)F)ccc1Cl
→ 0% | 2.1 | 10% | i | 18% | -7% | -0.2% | i | 1%
Cn1c(=NC(=O)CSCC(=O)N2CCOCC2)sc2ccccc21
→ 5% | 1.9 | / | i | 15% | 34%[activator] | 1.4% | i | -4%
CC(C)CCOCC(=O)Oc1ccccc1C(=O)O
→ -9% | 2.4 | -6% | i | 8% | 10% | -0.2% | i | -5%
CCN1CCN(S(=O)(=O)c2ccc(C(=O)Nc3ccccc3)cc2)CC1
→ 6% | -1.4 | 1% | i | 6% | -31% | -0.1% | i | -1%
C[C@@H](NC(=O)c1ncn2c1c(=O)[nH]c1cccnc12)c1ccccc1
→ / | 1.7 | / | i | 9% | 2% | 1.8% | i | /
COc1ccc(CCNC(=O)CCOc2ccc(C)cc2)cc1OC
→ 5% | 0.1 | -9% | i | 8% | -1% | -0.7% | i | 3%
Cn1ccnc1C(O)(c1ccccc1)c1nccn1C
→ -16% | -0.2 | -3% | i | -14% | -18% | 0.3% | i | -1%
Cc1ccc(CNC(=O)c2nnc(CS(=O)(=O)c3ccccc3)o2)cc1
→ 3% | 1.7 | -18% | i | -3% | -12% | 1.4% | i | 0%
CC(C)CCNC(=O)CSc1nc2ccccc2c(=O)[nH]1
→ -6% | -1.6 | / | / | 12% | -12% | 0.0% | i | 0%
COc1cccc(NC(=O)CC2C(=O)NCCN2C(=S)Nc2ccc(F)cc2)c1 (stereo unspecified)
→ 2% | -0.6 | 2% | i | -14% | 2% | 2.6% | i | 0%
CCC(CC)c1nnc(NC(=O)c2ccc(N3CCCCC3)c([N+](=O)[O-])c2)s1
→ 0% | -0.8 | 24% | i | 1% | 2% | -0.5% | i | 1%
CCOc1ccccc1-c1nc(SCC(=O)O)n[nH]1
→ 2% | -2.0 | / | i | 3% | -4% | -0.3% | i | 2%
Cc1c(OCC(=O)N(C)C)ccc2c3c(c(=O)oc12)CCCCC3
→ 21% | -1.5 | ? | i | -3% | -13% | -1.1% | i | -3%
O=Cc1sc([O-])nc1-[n+]1ccc2ccccc2c1
→ -1% | -0.7 | 9% | i | 0% | 10% | 0.7% | i | 0%
COc1ccc(NC(=O)CCCNC(=O)c2ccc(Cl)cc2)c(OC)c1
→ -2% | -1.7 | -3% | i | 9% | 4% | -0.7% | i | 1%
Cc1nc2c(C(=O)NCCCN(CC(C)C)CC(C)C)cnn2c(C)c1Cc1c(F)cccc1Cl
→ 24% | / | / | / | 9% | -3% | 0.0% | / | /
COc1ccccc1NC(=O)c1cnc2c(-c3ccccc3)c(C)nn2c1C
→ 0% | -0.2 | -3% | i | 2% | 5% | -0.2% | i | -2%
O=S1(=O)CCN(Cc2ccc(Cl)c(C(F)(F)F)c2)CC1
→ -8% | 0.9 | -2% | i | 12% | -5% | 0.2% | i | 0%
COc1ccc(/C(N)=N/OC(=O)CSc2ccc(C)cc2)cc1
→ 18% | -1.7 | / | i | -17% | 17% | 0.2% | i | 0%
COc1ccc(CCC(=O)NCc2nc3cccnc3n2Cc2ccc(F)cc2)cc1
→ 8% | / | / | / | -29% | ? | 3.3% | / | /
O=c1c2cccnc2n(Cc2ccccc2F)c(=O)n1Cc1ccccc1Cl
→ 0% | / | -22% | / | 9% | -4% | -1.0% | i | /
CC(=O)c1cccc(NC(=O)C2CC(=O)N(c3cccc(C)c3C)C2)c1 (stereo unspecified)
→ -1% | -0.7 | 5% | i | -14% | 13% | 0.3% | i | 2%
CC(C)Cn1c(CCCNC(=O)c2ccc(F)cc2)nc2ccccc21
→ 11% | -2.2 | 3% | i | -22% | -19% | 2.4% | i | -2%
Cc1ccc(CN2CCc3nc(N4CCN(C)CC4)ncc3C2)s1
→ 1% | / | / | / | -36% | 0% | 6.0% | i | /
CCOC(=O)C1CCN(c2c(N3CCCC(C(=O)OCC)C3)c(=O)c2=O)CC1 (stereo unspecified)
→ 1% | -4.7 | -5% | i | -2% | 5% | 0.5% | i | -1%
CCC1(C)Cc2c(sc3[nH]c(=O)[nH]c(=O)c23)CS1 (stereo unspecified)
→ -13% | -0.4 | / | i | 7% | 0% | 0.2% | i | -2%
COc1cc(/C=N/OCC(=O)NC2CCCCC2C)ccc1OCc1ccc(Cl)cc1 (stereo unspecified)
→ ? | -0.5 | ? | i | -42% | ? | 3.2% | i | 1%
CC(CCc1ccccc1)NCC#N (stereo unspecified)
→ 4% | -2.1 | 10% | i | -1% | 1% | -0.2% | i | 2%
Cc1cc2c(c(=O)o1)C(CC(C)C)C(C#N)=C(N)O2 (stereo unspecified)
→ 5% | -0.9 | / | i | 19% | 11% | -0.2% | ? | -1%
Nc1c(N(CCO)C(=O)C2CCCCC2)c(=O)[nH]c(=O)n1Cc1ccccc1
→ 0% | -2.5 | 6% | i | -1% | -1% | -1.4% | i | 1%
Cc1cc(C)cc(-n2c(O)c(C=NC3CCS(=O)(=O)C3)c3ccccc3c2=O)c1 (stereo unspecified)
→ -21% | -1.0 | -9% | i | -18% | 11% | -0.3% | i | 0%

Three of the entries above in order of their number in Nrf2 activator, high to low:
SMILES	CCT chaperon mod	pAkt inh	Nrf2 activator	MmCpn inh
Cc1ccc(CN2CCc3nc(N4CCN(C)CC4)ncc3C2)s1	/	/	6.0%	/
CC(C)CCNC(=O)CSc1nc2ccccc2c(=O)[nH]1	-1.6	/	0.0%	0%
CC(CCc1ccccc1)NCC#N (stereo unspecified)	-2.1	i	-0.2%	2%

Assay outcomes as filed in PubChem.
